Assay outcomes from PubChem.
IP6K1 inhibitor: IP6K1 kinase inhibition; activity change, % (series mostly up to about 58 µM); Q92551; IP6K1 kinase, ADP-Glo luminescence, 2 h; stronger effect = lower value; AID 1645851; 140,000 compounds, 0.81% hits; in the data active = activity change below about -25%
Target sequence (Q92551 whole entry, looked up): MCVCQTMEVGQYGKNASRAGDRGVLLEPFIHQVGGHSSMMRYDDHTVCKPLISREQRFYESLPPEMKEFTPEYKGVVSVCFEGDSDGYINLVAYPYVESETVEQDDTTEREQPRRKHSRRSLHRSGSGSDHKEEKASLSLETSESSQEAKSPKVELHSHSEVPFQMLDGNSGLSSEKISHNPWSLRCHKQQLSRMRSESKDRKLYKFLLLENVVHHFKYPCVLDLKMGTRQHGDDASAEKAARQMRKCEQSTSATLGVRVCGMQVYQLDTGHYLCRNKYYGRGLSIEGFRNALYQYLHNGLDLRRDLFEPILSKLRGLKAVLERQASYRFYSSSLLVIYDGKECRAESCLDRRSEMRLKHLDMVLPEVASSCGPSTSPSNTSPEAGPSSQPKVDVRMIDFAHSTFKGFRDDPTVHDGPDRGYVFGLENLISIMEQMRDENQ
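ADP-Glo luminescence measures ADP made by human IP6K1 during a 2 h RT reaction with ATP/IP6 (mix at 1.3 mM/130 uM); top library doses 57.5 and 19.1 uM final.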
3T3 cytotox: cytotoxic compounds in NIH 3T3 cells; NIH 3T3 viability, CellTiter-Glo ATP luminescence, 48-72 h; Potency, µM (series often up to 96.7 µM), inactives show top-dose activity change, negative = cytotoxicity, hits mostly inhibitors; 94,000 compounds, 4.3% hits; note: potency is the fitted concentration of half-maximal effect; nearly all actives have a fitted effect of over 55% in size
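Mouse fibroblast NIH 3T3 cells, 400 per well, received compound via pintool and were incubated for 48 or 72 hr prior to CellTiter-Glo ATP luminescence measurement.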
SNCA expr inhib: reduces expression of the alpha-synuclein gene; Potency, µM (series often up to 57.2 µM), for inactives: at the highest dose activity change, negative = inhibition, hits mostly inhibitors; 140,000 compounds, 0.17% hits; HEK-293 SNCA-luciferase knock-in, luminescence, 24 h;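 note: potency is the fitted concentration of half-maximal effect; plate controls were DMSO cells for no effect and cell-free wells for full effect; nearly all actives have a fitted effect of over 45% in size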
HEK293 tox: cytotoxic compounds in HEK 293 cells. HEK 293 viability, ATP luminescence (CellTiter-Glo), 48-72 h. Potency, µM (highest dose often 115 µM), for the others: top-dose activity change, negative = cytotoxicity, hits mostly inhibitors. 94,000 compounds, 6.6% hits. AID 1345083; note: potency is the fitted concentration of half-maximal effect; nearly all actives have a fitted effect of over 60% in size
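Read-out: CellTiter-Glo ATP luminescence. Cells: HEK 293, 250 cells/well. Exposure: 48 or 72 hr, 37 degree Celsius.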
GPT2 inhibitor: blocks human glutamate pyruvate transaminase 2 | Potency, µM (titrated, usually from 57.7 µM), for the others: at the top dose activity change, negative = inhibition, usual class: inhibitors | Recombinant GPT2, coupled pyruvate oxidase/HRP Amplex Red fluorescence | AID 1671188 | 100,000 compounds, 0.25% hits | Q8TD30; note: potency is the fitted concentration of half-maximal effect; nearly all actives have a fitted effect of over 60% in size; many of its hits are not listed in these tables
Target sequence (Q8TD30 whole entry, looked up): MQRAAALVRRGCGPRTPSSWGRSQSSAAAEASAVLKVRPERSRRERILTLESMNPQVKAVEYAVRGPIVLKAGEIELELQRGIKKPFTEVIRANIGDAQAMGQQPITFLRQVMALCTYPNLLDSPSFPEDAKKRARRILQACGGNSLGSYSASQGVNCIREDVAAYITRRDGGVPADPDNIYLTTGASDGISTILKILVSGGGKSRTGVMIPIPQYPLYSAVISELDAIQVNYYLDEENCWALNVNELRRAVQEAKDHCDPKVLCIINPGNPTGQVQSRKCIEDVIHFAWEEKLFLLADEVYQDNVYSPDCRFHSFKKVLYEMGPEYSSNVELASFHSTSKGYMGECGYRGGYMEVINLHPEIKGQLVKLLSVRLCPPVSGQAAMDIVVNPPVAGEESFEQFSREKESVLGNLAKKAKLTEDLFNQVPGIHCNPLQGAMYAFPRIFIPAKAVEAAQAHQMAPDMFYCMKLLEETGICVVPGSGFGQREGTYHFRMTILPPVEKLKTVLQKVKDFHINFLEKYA
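Fluorescence of coupled pyruvate oxidase/HRP/Amplex Red system (50uM Amplex, 30 min, dark) reports pyruvate formed by GPT2. Enzyme reaction: 10ng/uL GPT2, 2mM L-alanine, 250uM a-KG, 30 min room temperature, pH 7.5; 50uM AOA control.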
HEK293 viab: reduces viability of HEK-293 SNCA reporter cells; HEK-293-SNCA-luc viability, GF-AFC fluorescence, 24 h; 150,000 compounds, 0.12% hits; Potency, µM (doses to about 57.1 µM), without a hit: at the top dose activity change, negative = cytotoxicity, hits mostly cytotoxic;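 note: potency is the fitted concentration of half-maximal effect; 0% = DMSO-treated cells and -100% = medium-only wells without cells; nearly all actives have a fitted effect of over 30% in size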
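Cytotoxicity counterscreen: after 24 h compound treatment of genome-edited SNCA-luciferase HEK-293 cells, live-cell protease substrate GF-AFC read by fluorescence after 30 min; activity scaled between DMSO (0%) and medium-only (-100%), curves Hill-fitted.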
FLuc inh: Photinus pyralis luciferase inhibition; purified P. pyralis luciferase, luminescence, biochemical; Potency, µM (series often up to 115 µM), for inactives: at the top dose activity change, negative = inhibition, hits mostly inhibitors; 76,000 compounds, 2.5% hits; P08659; note: potency is the fitted concentration of half-maximal effect; nearly all actives have a fitted effect of over 65% in size
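FLuc 10nM, D-luciferin 10uM, ATP 10uM, Mg acetate 10mM, Tris acetate pH 7.5, Tween/BSA; cpd qHTS; enzyme added last; CCD luminescence.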
* = called active by the depositor; i = inactive; u = inconclusive; x = not tested or not shown; & = joins results of further samples; [ ] = dose if it differs, or a comment. Unless noted, calls come from the whole dose curve; as a rule, active = well fitted curve in the direction sought with a large enough effect; inconclusive = small, poorly fitted or top-dose-only effect, or another doubt; inactive = no such curve, though single readings can be large; an effect the other way counts as inactive or inconclusive. Unless noted, % is set by controls: 0 for no effect and ±100 for the full control effect.

smiles	IP6K1 inhibitor	3T3 cytotox	SNCA expr inhib	HEK293 tox	GPT2 inhibitor	HEK293 viab	FLuc inh
COc1ccc(N2CCN(C(=O)c3cn(C)c4ccc(S(=O)(=O)N5CCOCC5)cc4c3=O)CC2)cc1	-16	x	-2%	x	x	-1%	x
CC(C)CCN1CCC2(CC1)CC(=O)c1ccc(Cl)cc1O2	-3	u	122%[activator][87.6 µM]	u	i	7%[87.6 µM]	45µM*
Cc1ccc(-n2nc(C)c3c(C)cc(=O)n(CC(=O)Nc4ccc(C(C)C)cc4)c32)cc1	2	x	-10%	x	x	10%	x
COCc1nc(-c2ccc(OC3CN(C(=O)Nc4cccc(C)c4)C3)cc2)no1	-3	-24%	-32%	u	i	-8%	10%
CC(C)N1C[C@H](O)C[C@H]1c1nnc2n1CCN(C(=O)CCC1CCCC1)C2	5	-2%	-7%	2%	-3%	-8%[12.5 µM]	10%
CCOC(=O)c1ccc(NC(=O)CCCc2nc(-c3ccccc3Cl)no2)cc1	11	x	-18%	x	x	7%	x
CC(C)NC(=O)C1CCN(c2nc3ccccc3nc2C(F)(F)F)CC1	-35*	x	17%	x	x	-3%	x
O=C(O)c1ccc(-c2ccc(OC(F)(F)F)cc2)cc1	-23	i	18%[87.6 µM]	i	-19%[88.5 µM]	6%[87.6 µM]	x
O=S(=O)(NC[C@H]1O[C@H](Cc2cc(CN3CCOCC3)on2)CC[C@@H]1O)c1ccccc1	0	0%	-6%	-2%	1%	9%	8%
CO[C@@H]1[C@@H](OC(N)=O)[C@@H](O)[C@H](Oc2ccc3c(O)c(NC(=O)c4ccc(O)c(CC=C(C)C)c4)c(=O)oc3c2C)OC1(C)C	-12	x	-2%	x	5%	11%	x
Cc1ccc(-c2cc(C(=O)Oc3ccccc3)c3cccc(C)c3n2)cc1	-10	x	9%	x	x	8%	x
Cc1ccc(CNC(=O)Nc2cc(C(=O)NCc3ccc(C(C)C)cc3)ccc2N2CCCC2)cc1	-5	x	8%	x	x	3%	x
CC(C)(N)C(=O)N1CCCC(N2CCN(Cc3ccc4c(c3)OCO4)CC2)C1 (stereo not drawn)	21	-25%	8%	u	u	-4%	-6%
CC(C)OCCCNc1nc2c(S(=O)(=O)c3ccc(C(C)C)cc3)nnn2c2ccccc12	-7	i	-26%	2%	3%	10%	x
Cc1noc(-c2cn(C3CCCN(C(=O)c4cccc(Cl)c4)C3)nn2)n1 (stereo not drawn)	0	u	-21%	-6%	-8%	-6%	-4%
Cc1ccc(CC(=O)N[C@@H]2CN(c3ccncn3)C[C@H]2CO)cc1	0	-16%	12%	-14%	i	7%	-10%
O=C(CCC1CCCC1)N1CCC2(CC1)CC(N(Cc1ccccc1)C1CC1)CCO2 (stereo not drawn)	-19	u	-11%	u	-6%	4%	-6%
CN(C(=O)CSc1nc2ccccc2n1CC(=O)N(C)C1CCCCC1)c1ccc(F)cc1	5	x	u	x	x	u	x
c1ccc(C2=NOC3(CCCN(Cc4cccc5ccccc45)C3)C2)nc1 (stereo not drawn)	6	u	-10%	u	-4%	-3%	0%
CCOC(=O)c1ccc(NC(=O)c2nc(SCc3ccc(F)cc3)ncc2Cl)cc1	-10	x	7%	x	x	1%	x
COc1cc(=O)n2c(c1C(=O)NCc1ccccc1C(F)(F)F)CCCC2	6	-9%	54%[activator]	0%	i	5%	-5%
O=C(NC[C@H]1O[C@@H](CO)[C@@H](O)[C@H]1N1CCc2ccccc2C1)c1ccco1	13	2%[174 µM]	10%[87.6 µM]	0%[172 µM]	i	-5%[87.6 µM]	0%[172 µM]
COc1cc(NC(=O)CCC2CCN(C(=O)c3ccccc3F)CC2)cc(OC)c1	18	-22%	u	u	i	-13%	-3%
O=C(CN1C(=O)c2cccnc2Oc2ccc(Cl)cc21)Nc1cccc(C(F)(F)F)c1	-4	x	u	x	x	-12%	x
CC(C)N1C(=O)C2(CCCC2)C1C(=O)N(C)Cc1cccnc1 (stereo not drawn)	-2	5%	5%	-6%	-9%	5%	-2%
COc1ccccc1CN1CCc2nc(C(=O)NCc3cccc(F)c3)oc2CC1	1	u	-3%[87.6 µM]	u	i	2%[87.6 µM]	0%[172 µM]
CCCc1nc(NCc2c(F)ccc(OC)c2F)c2cnn(C)c2n1	0	u	-7%	u	0%	-10%	-4%
CCCN(C(=O)c1c(C)oc2ncn(CC(C)C)c(=O)c12)c1ccccc1C	18	x	-2%	x	x	-1%	x
Cc1noc(C)c1S(=O)(=O)N1C[C@@H](C(N)=O)[C@H](C2CCN(C)CC2)C1	-8	2%	12%	i	i	3%[12.5 µM]	0%
O=C(NC1CC(=O)N(Cc2ccccc2C(F)(F)F)C1)C1CCOCC1 (stereo not drawn)	3	0%	0%	i	-17%	4%	7%
Cc1cc(=O)[nH]c2nnc(SCCC(C)C)n12	-16	x	23%	x	x	-6%	x
COc1ccc(F)cc1-c1cccc(C(=O)NCCN[S+](=O)([O-])c2cccs2)c1	-12	u	-12%	u	-4%	0%	x
Cc1ccccc1CN1CCC2(CC1)OC(=O)N(Cc1ccc(O)cc1)C2(C)c1ccccc1 (stereo not drawn)	-1	32µM*	-20%	35µM*	-19%	-19%	-1%
CCn1c(C2CCCN(CC(C)(C)CN3CCOCC3)C2)nn(C)c1=O (stereo not drawn)	11	-1%	-21%	i	u	5%	6%
CN(C)c1ccc(C(=C2C=CC(=[N+](C)C)C=C2)c2ccc(N(C)C)cc2)cc1	-58*	x	u	x	5%&-1%	u	x
Cc1ccc(CN2C(=O)OC(c3cccc(NC(=O)c4cccs4)c3)C2C(=O)NC2CC2)cc1 (stereo not drawn)	-4	u	4%	u	i	-10%	-18%
O=C(NCC1CC1)c1nc2sccn2c1-c1ccccc1	-3	-22%[138 µM]	-25%[87.6 µM]	-22%[172 µM]	2%[88.5 µM]	-8%[87.6 µM]	x
CCNC(=O)CCc1c(C)nn(-c2ccc(F)cc2)c1Oc1ccccc1C	-3	u	-2%	u	-24%	5%	-3%
COc1ccc(-c2cc(N3CCCN(C(=O)c4ccsc4)CC3)n[nH]2)cc1	5	u	6%	-25%	-15%	-9%	-18%
O=C(Cc1cccc(F)c1)N1CCCCCC1c1nnc(-c2ccccc2)o1 (stereo not drawn)	-15	u	-16%	u	-18%	-18%	-5%
CNC(=O)c1cc2cccnn2n1	-3	-10%[174 µM]	9%[87.6 µM]	-9%[230 µM]	i	5%[87.6 µM]	-9%[230 µM]
Cc1noc(C)c1CC(=O)N1CCC(CCOc2ccccc2F)C1 (stereo not drawn)	20	u	-1%	u	i	3%	-3%
O=C1NCc2ccccc2CC12CCN(Cc1ccsc1)CC2	3	1%	u	-19%	-6%	-3%	x
COc1ccc(-c2cccc(COc3ccc4c(cnn4CC[S+](C)(=O)[O-])c3)c2)cc1	-5	u	1%[87.6 µM]	u	0%[88.5 µM]	-4%[87.6 µM]	u
Cc1ccc(Cn2c(-c3cccc(Cl)c3)nc(C)c(CCO)c2=O)cc1	0	u	0%	u	u	5%	-4%
COCCC(=O)N1CCCC(n2c(C)cnc2C2CC2)C1 (stereo not drawn)	-2	-1%	-14%	-1%	0%	10%	x
COc1ccc(C(=O)N2CCCC(C(=O)N3CCC(N4CCOC4=O)CC3)C2)cc1 (stereo not drawn)	11	i	1%	3%	i	-8%	x
Cc1nn(C)c(C)c1C(=O)N1CC(n2cc(COCC3CC3)nn2)C1	22	-14%	18%	-10%	-2%	10%	x
CCOC(=O)C1CCN(C(=O)Cn2nc(C)n3c(cc4c(OC)cccc43)c2=O)CC1	-22	x	16%	x	x	7%	x
O=C1Nc2ccccc2CC12CN(CC1CCCC1)C2	1	-3%[138 µM]	-23%[87.6 µM]	-17%[172 µM]	4%[88.5 µM]	3%[87.6 µM]	x
Cc1ccc(NS(=O)(=O)c2cc(Br)cc3c2N(C(=O)C2CC2)CC3)cc1C	2	x	-25%	x	x	-20%	x
Cc1ccc(NC(=O)Cn2c(=O)n(-c3ccc(Cl)c(Cl)c3)c(=O)c3c(C)c(C)sc32)c(C)c1	15	x	-1%	x	x	-2%	x
COc1ccc(-c2nnc3n2CCN(C(=O)N(C)C)C3)cc1	13	-11%[138 µM]	35%[activator][87.6 µM]	2%[172 µM]	i	10%[87.6 µM]	5%[172 µM]
O=C(Cc1ccc(F)cc1)NC1CCN(c2nccc(Nc3ccccc3F)n2)CC1	0	u	u	u	-2%	u	x
Cc1ccc2occ(CC(=O)N(Cc3ccccc3Cl)C3CCS(=O)(=O)C3)c2c1 (stereo not drawn)	-15	x	3%	x	x	-11%	x
Cc1ccc(CNc2ccc(-c3nc(-c4ccncc4)no3)cc2[N+](=O)[O-])cc1	3	x	23%	x	x	-8%	x
O=C(c1n[nH]c2ccccc12)N1CCC(OCCOc2ccccc2)CC1	14	u	41%[activator]	u	-8%	-5%[12.5 µM]	-18%
CC(C)C[C@@H](NC(=O)C1=C[C@@H](NC(=O)Nc2cccc(F)c2)[C@@H](O)[C@H](O)C1)C(N)=O	35	-20%[174 µM]	-12%[87.6 µM]	-5%[172 µM]	i	0%[87.6 µM]	10%[172 µM]
CC(=O)c1cccc(NC(=O)CN(c2cc(C)cc(C)c2)S(=O)(=O)c2c(C)noc2C)c1	9	x	1%	x	x	-13%	x
Cc1ccc(C)c(NC(=O)Cn2c(N3CCCCC3)nc(C)c(C)c2=O)c1	4	i	35%[activator]	4%	-7%	-3%	2%

Carrying on:
smiles	IP6K1 inhibitor	3T3 cytotox	SNCA expr inhib	HEK293 tox	GPT2 inhibitor	HEK293 viab	FLuc inh
CCC[C@H]1CN(CC(=O)NCCc2ccc(F)cc2)C[C@@H]1NC(C)=O	11	-1%	9%	1%	5%	8%	-8%
CCCCc1cc(C[C@H]2CNCC[C@H]2CC(=O)NC2CCCCC2)no1	-4	u	-19%[87.6 µM]	u	i	2%[87.6 µM]	-1%[172 µM]
CCOc1ccccc1-c1nc(C(N)=O)c2c(n1)n(-c1ccc3c(c1)OCO3)c(=O)n2C	13	x	u	x	x	13%	x
COc1cccc(N2CC3(COCCN(C(=O)c4ccc(OC)c(OC)c4)C3)C2)c1	6	u	-8%[87.6 µM]	u	i	-7%[87.6 µM]	-27%[172 µM]
O=C(Nc1ccccc1)N[C@H]1[C@H](O)[C@@H](N2CCN(c3ccccc3)CC2)[C@@H]2OC[C@H]1O2	4	-28%[174 µM]	u	-33%[172 µM]	u	-2%[87.6 µM]	-15%[172 µM]
Cc1cc(C)cc(C(=O)N2CCN(C3CCN(CCc4ccccc4)C3=O)CC2)c1 (stereo not drawn)	4	-18%	2%	-11%	1%	u	-12%

An excerpt (hit frequency here may not be typical).
